Screens as filed in PubChem.
EBNA-1 inhibitor = EBNA-1 DNA-binding inhibitors, primary screen, biochemical, fluorescence polarization. 300,000 compounds, 0.34% hits. inhibition, % at 14.8 µM. AID 1950, 2009; in the data active = inhibition above about 28%
PP5 primary = PP5 phosphatase inhibitors, primary screen, biochemical, fluorescence; Serine/threonine-protein phosphatase 5 (Homo sapiens), P53041; purified PP5c, OMFP substrate fluorescence; inhibition, % at 6.7 µM; 320,000 compounds, 0.18% hits;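 active = inhibition above the campaign's mean inhibition across all tested compounds plus 3 SD, cut at about 9.5% in these data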;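 also: 0% = DMSO only and 100% = 100 µM cantharidin control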
Target sequence (P53041 whole entry, looked up): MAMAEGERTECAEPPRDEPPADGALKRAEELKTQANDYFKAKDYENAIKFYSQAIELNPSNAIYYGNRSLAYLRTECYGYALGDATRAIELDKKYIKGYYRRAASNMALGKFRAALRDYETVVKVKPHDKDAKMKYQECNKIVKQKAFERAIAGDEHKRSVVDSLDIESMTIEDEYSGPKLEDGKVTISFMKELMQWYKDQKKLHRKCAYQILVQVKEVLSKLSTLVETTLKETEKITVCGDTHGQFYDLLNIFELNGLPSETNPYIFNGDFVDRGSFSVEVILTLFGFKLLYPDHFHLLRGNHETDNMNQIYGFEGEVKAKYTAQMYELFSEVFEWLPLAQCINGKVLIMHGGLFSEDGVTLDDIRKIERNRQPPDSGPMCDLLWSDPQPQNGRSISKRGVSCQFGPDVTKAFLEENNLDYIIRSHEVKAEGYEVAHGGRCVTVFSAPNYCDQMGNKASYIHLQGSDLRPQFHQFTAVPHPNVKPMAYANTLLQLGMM
TPT1 inh = Candida albicans TPT1 enzyme inhibitors, primary screen, biochemical, fluorescence polarization; AID 1962, 2009; 300,000 compounds, 0.81% hits; recombinant caTPT1, FP RNA substrate dephosphorylation; tRNA 2'-phosphotransferase TPT1 (Candida albicans SC5314); inhibition, % at 5 µM;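 active = inhibition above the mean of all tested compounds plus 3 SD, set per screening campaign, cut at about 24% in these data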;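 also: plate controls were DMSO alone for no effect and ferristatin control at 100 nM for full effect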
JMJD2C inh = inhibitors of GASC-1 histone demethylase, primary screen, biochemical, fluorescence, DELFIA europium; inhibition, % at 2.35 µM; AID 2099, 2009; GST-JMJD2C(1-420) H3K9me3 demethylation; 330,000 compounds, 0.069% hits;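 active = more than half of a compound's replicate wells show inhibition beyond 50%, single wells judged on their own value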;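 also: signal counts dimethyl H3K9 product captured on neutravidin plate; 0% = median of DMSO wells and 100% = 0.3 times that DMSO median; strong numbers were not always called active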
Yeast superoxide = reduction of superoxide in aged yeast, primary screen, HTS; AID 2690, 2010; S. cerevisiae aged cells, superoxide DHE fluorescence; hits give low values; 330,000 compounds, 0.18% hits; superoxide response (% of plate mean), % at 10 µM;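 active = superoxide response under a set limit, about three screen SD below normal, cut at about 65% in these data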;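 also: yeast aged for seven days with compound at 30 °C before DHE staining; 100% = average MFI of all compound-treated wells on the plate with controls excluded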
core dimer inh = inhibitors of HCV core protein dimerization, primary screen, biochemical, TR-FRET, high-throughput; TR-FRET GST/Flag-core106 dimerization, 1536-well; AID 1899, 2009; inhibition, % at 5 µM; 300,000 compounds, 0.33% hits;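 active = inhibition above the mean of all tested compounds plus 3 SD, set per screening campaign, cut at about 45% in these data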
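Test system: GST/Flag-tagged HCV core106 proteins; Medium: KF-containing HEPES buffer, pH 7.45, DTT, CHAPS, BSA; Times: compound-protein-antibody incubation 4 h at 22.5 °C; Detection: TR-FRET 671 and 617 nm emission; Benchmarks: wells lacking GST-core106 and wells with excess unlabelled core106.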
PP1 inh = PP1-alpha phosphatase inhibitors, primary screen, counter-screen for PP5 inhibitor project, biochemical, fluorescence, OMFP substrate, single point. 320,000 compounds, 0.9% hits. purified PP1alpha. inhibition, % at 6.7 µM;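 active = inhibition above the mean inhibition of all tested compounds plus 3 SD, computed separately for each screening campaign, cut at about 15% in these data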
Target sequence (P62136 whole entry, looked up): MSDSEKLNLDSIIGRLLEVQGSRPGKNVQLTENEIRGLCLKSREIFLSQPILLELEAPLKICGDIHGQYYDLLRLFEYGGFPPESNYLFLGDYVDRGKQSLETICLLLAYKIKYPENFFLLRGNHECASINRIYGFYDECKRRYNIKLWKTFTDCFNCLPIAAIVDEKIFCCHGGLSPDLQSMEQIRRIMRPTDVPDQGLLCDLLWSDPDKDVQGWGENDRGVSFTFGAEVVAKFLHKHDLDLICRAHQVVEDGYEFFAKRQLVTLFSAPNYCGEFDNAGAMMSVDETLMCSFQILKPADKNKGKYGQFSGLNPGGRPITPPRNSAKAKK
Fh CTSL1 inh = Fasciola hepatica cathepsin L1 inhibitors, primary screen, counter-screen for PFM18AAP inhibitor project, biochemical, QFRET, fluorogenic peptide substrate; recombinant F. hepatica cathepsin L1, Z-Leu-Arg-MCA fluorescence; inhibition, % at 5.96 µM; 300,000 compounds, 0.49% hits; AID 1906, 2009;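 active = inhibition above the mean of all tested compounds plus 3 SD, set per screening campaign, cut at about 17% in these data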;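 also: 0% = plate median of test compound wells and 100% = 1 µM Z-Phe-Ala-diazomethylketone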
ZTA DNA inh = ZTA (EBV) inhibition in EBNA-1 counter-screen | P03206 | 320,000 compounds, 0.15% hits | ZTA-DNA binding, fluorescence polarization | inhibition, % at 11 µM | AID 2234; in the data active = inhibition above about 33%
* marks the source's active call; other numbers are inactive results; · = no result given.

mol	EBNA-1 inhibitor	PP5 primary	TPT1 inh	JMJD2C inh	Yeast superoxide	core dimer inh	PP1 inh	Fh CTSL1 inh	ZTA DNA inh
O=C(CCCCl)NC(=S)Nc1ccc(N2CCOCC2)cc1	-2	-1.3	-1	-4	90	1	-4	4	6
Cc1nn(Cc2c(F)c(F)c(F)c(F)c2F)c(C)c1NC(=O)c1c([N+](=O)[O-])c(C)nn1C	2	3.1	-5	0	102	0	-1	-4	-13
O=C(CCc1ccccc1)NCc1cccnc1	6	-0.9	0	-12	104	-6	0	0	8
CC(=O)Nc1cccc(NC(=O)CCn2c(=O)sc3ccccc32)c1	-3	2.2	-3	-29	105	0	1	-3	3
CCOc1ccc2nc(Nc3nc4ccc(NC(C)=O)cc4s3)sc2c1	4	-0.1	-5	-3	95	4	2	6	7
O=C(N/N=C\c1cccc(Br)c1)c1ccccc1-n1cccc1	3	1.7	-6	4	93	10	-1	-2	7
Fc1ccccc1-c1cc2ncccc2cn1	·	1.9	·	11	106	·	0	·	-12
O=C1c2ccsc2SCCN1Cc1ccc(Cl)cc1Cl	6	-0.4	3	-1	87	5	2	-1	-6
CC(=O)NC(=S)Nc1ccc([N+](=O)[O-])cc1C	2	0.0	4	3	89	-1	-2	0	1
CC1=C(C(=O)Nc2ccccc2C(F)(F)F)C(c2ccc(C)s2)NC(=S)N1 (stereo not drawn)	10	0.8	-1	5	108	0	4	0	12
O=C(c1ccc2c(c1)[nH]c(=S)n1c3ccccc3nc21)N1CCN(c2ncccn2)CC1	5	-1.9	-1	2	101	13	-5	1	16
COc1ccccc1NS(=O)(=O)c1cc(NC(=O)C(C)C)ccc1N1CCCCC1	3	1.1	0	-1	92	6	0	0	7
CCn1c(NCc2cc(Br)ccc2NS(=O)(=O)c2ccc(C)cc2)nc2ccccc21	4	1.2	-7	6	97	22	2	3	9
CS(=O)(=O)Nc1ccc(C(=O)NCCc2ccccc2)cc1	3	1.6	0	-6	73	-6	-1	1	-17
COc1ccccc1C(=O)NCC(=O)N/N=C/c1cccc(Cl)c1	8	0.3	-4	-1	87	15	1	0	8
COc1ccc2nc(SCC(=O)Nc3ccc4c(c3)CCC4)[nH]c2c1	4	4.8	-1	-26	103	-12	-3	5	-12
NC(=O)c1ccc(NC(=O)COC(=O)c2cc([N+](=O)[O-])ccc2N2CCOCC2)cc1	-1	-2.0	-2	114	107	-1	-6	-10	5
CC(C)NC(=O)CN(Cc1ccc(F)cc1)C(=O)CCC(=O)Nc1nccs1	-3	-0.4	0	0	104	0	-3	2	2
NNc1nc(-c2ccccc2)nc2sc3c(c12)CCCC3	0	0.1	1	-5	122	1	-3	-2	-8
CCOc1ccc(NC(=O)CCN2CCN(c3ccccc3)CC2)cc1	6	3.9	-3	-3	92	-2	0	-4	2
CCCN(Cc1cc(=O)[nH]c2ccccc12)C(=O)CC	-3	-2.8	-1	6	99	-2	3	2	12
CCCNC(=O)N1CCC(C(=O)c2ccc(Cl)cc2)CC1	13	-2.4	-1	3	93	0	-1	2	9
O=C(N/C(=C/c1cccs1)c1nc2ccccc2[nH]1)c1ccccc1	-14	4.2	0	7	94	-18	-2	5	0
CC(=O)Nc1ccc(C(=O)Nc2nc(-c3cc(C)n(Cc4ccccc4)c3C)cs2)cc1	5	2.7	9	9	116	35	4	-3	7
COc1cccc(C(=O)C2CCCN(Cc3ccc(OC)c(Cn4cncn4)c3)C2)c1 (stereo not drawn)	0	0.1	-1	2	110	1	-7	-1	15
COCCCNC(=S)NNC(=O)c1ccc(C(C)(C)C)cc1	2	1.3	-2	-9	100	2	-2	-3	-10
CCOC(=O)C1=C(C)N=C2SCCC(=O)N2C1c1ccc(OC)cc1 (stereo not drawn)	-8	-0.1	-4	-1	98	-3	-2	-7	-11
COc1ccc(S(=O)(=O)N(C)C)cc1NC(=O)COC(=O)CC1CCCC1	-18	0.5	1	-10	80	5	-1	0	2
O=C(OCCc1cc2ccccc2c(=O)o1)c1cccc(Br)c1	·	0.9	·	-1	113	·	1	·	-2
Cc1ccc(S(=O)(=O)N2CCCCC2)cc1NC(=O)CNC(C)c1ccc(Cl)c(Cl)c1 (stereo not drawn)	·	2.4	·	2	124	·	4	·	-25
CCOC(=O)c1c(S(=O)(=O)N(C)Cc2ccccc2)c(C)n(C)c1C	4	-2.7	-2	-8	100	-1	-2	-4	-13
Oc1ccccc1-c1nnc(COc2ccc(Cl)cc2Cl)o1	4	0.4	-5	3	103	3	6	-2	1
Cc1cccc(Cn2c(C(C)(C)C)cc3cccnc32)c1	6	2.4	-2	-6	99	-10	0	3	12
Cc1ccc(NC(=O)N(CCC(=O)O)Cc2ccccc2)cc1	1	-0.5	-6	25	95	-1	-7	-2	-2
CCOC(=O)c1cn(Cc2ccccc2)nn1	5	0.0	2	-7	86	-12	-4	2	-6
O=C(COC(=O)CNC(=O)c1ccc(Cl)c([N+](=O)[O-])c1)NNC(=O)c1cccs1	-4	1.8	-3	-2	108	-4	-3	9	-19
COc1ccc(-c2nnc3n(CCc4ccccc4)c(=O)c4ccccc4n23)cc1OC	8	-1.1	-1	-6	91	-1	1	1	-13
O=C(COC(=O)Cn1cnc2ccccc2c1=O)Nc1cc(Cl)ccc1[N+](=O)[O-]	1	1.2	-4	2	111	3	5	-9	-2
COc1ccc(OC)c(S(=O)(=O)n2cnc3cc(C)c(C)cc32)c1	-3	6.2	3	-18	85	3	-2	-2	6
CCSc1nnc(C)c2ccccc12	-13	3.5	3	1	99	0	-1	-1	-5
CC(C)(C)c1ccc(S(=O)(=O)NCC(=O)N2CCCC2)cc1	11	-0.6	0	-2	108	-2	0	-8	-10
C=CCn1c(Cc2cccs2)nnc1SCC(=O)c1ccc(F)cc1	-4	0.3	0	2	90	11	-3	-1	9
O=C(Oc1ccc(OC(=O)C2CCC2)cc1)C1CCC1	-2	-0.1	-4	8	102	2	0	-22	5
O=S(=O)([O-])CCC[N+]1(CC#Cc2ccccc2)CCCCC1	-3	0.2	3	11	109	-1	-5	-2	3
Cc1cc(/C=N/n2cnnc2)c(C)n1-c1ccc2ncccc2c1	0	0.1	1	·	97	0	4	2	-11
C/C(=N/OC(=O)c1c(F)cccc1F)c1nccs1	1	6.1	1	-9	98	0	-2	5	3
O=C1CN(c2nc3nonc3nc2N2CCCCC2)CCN1	1	1.4	-1	1	94	0	0	0	-4
CCN(CC)CCN(Cc1cc2cc3c(cc2[nH]c1=O)OCCO3)C(=S)NCC1CCCO1 (stereo not drawn)	-16	-1.4	2	2	113	6	7	-2	2
COc1ccc(C(=O)N2CCCC(Nc3ccc(C)c(C)c3)C2)cc1F (stereo not drawn)	-9	5.0	0	-20	96	5	0	-1	9
CCn1c2ccccc2c2cc(CN3CCN(S(=O)(=O)CC)CC3)ccc21	6	2.5	0	0	97	-3	2	-1	-6
O=[N+]([O-])C(=C1Nc2ccccc2N1)C(Cl)=C(Cl)Cl	1	0.1	0	4	111	-2	-1	20*	-17
CCCN1CCN(C(=O)c2oc3ccccc3c2NC(=O)COc2ccc(OC)cc2)CC1	6	-1.3	-2	20	119	5	-1	2	9
CCN(Cc1ccccc1)C(=O)COC(=O)c1cc(Cl)nc(Cl)c1	11	1.5	-3	0	102	-2	2	-12	0
O=C1Nc2ccccc2/C1=C\C(=O)c1ccccc1	-6	2.8	0	-7	90	-6	4	1	-3
Cc1ccc2oc(=O)n(CCC(=O)Nc3ccc(N4CCOCC4)cc3)c2c1	0	-1.9	-5	-1	96	-9	-1	-2	-10
Cc1cc(NC(=O)COC(=O)c2ccco2)no1	-6	0.7	2	19	104	4	0	-9	5
CC(=O)c1c(C(=O)O)[nH]c(C(=O)O)c1C	-3	1.5	-2	-11	98	-2	-6	-4	-7
CC(=O)N(C(C)=O)c1c(N2CCOCC2)c2ccccc2oc1=O	-6	2.6	-3	-45	98	-1	-2	6	5
COCCNC(=O)CNC(=S)N(CCCN1CCOCC1)Cc1cccs1	-1	2.5	-2	8	89	2	-1	-3	4
COc1cc(C(CC(=O)O)n2cnnn2)ccc1OC(C)C (stereo not drawn)	-9	2.0	-2	-11	94	-3	-2	2	-7

2 entries picked at random from those above:
mol	EBNA-1 inhibitor	PP5 primary	TPT1 inh	JMJD2C inh	Yeast superoxide	core dimer inh	PP1 inh	Fh CTSL1 inh	ZTA DNA inh
COc1cc(C(CC(=O)O)n2cnnn2)ccc1OC(C)C (stereo not drawn)	-9	2.0	-2	-11	94	-3	-2	2	-7
CC(=O)N(C(C)=O)c1c(N2CCOCC2)c2ccccc2oc1=O	-6	2.6	-3	-45	98	-1	-2	6	5

The results go on:
mol	EBNA-1 inhibitor	PP5 primary	TPT1 inh	JMJD2C inh	Yeast superoxide	core dimer inh	PP1 inh	Fh CTSL1 inh	ZTA DNA inh
CCN(CC)CCCNC(=O)C1CCN(C(=O)c2cc3sccc3n2Cc2ccc(F)cc2)CC1	-2	1.1	-3	9	106	0	-1	-1	-8
COc1ccccc1Cc1nc(-c2ccc(C)cc2)no1	14	-0.1	2	-3	89	1	-3	4	1
Cc1cc(OC(=O)c2c(C)cc(OC(=O)c3c(C)cc(O)cc3O)cc2O)cc(O)c1C(=O)O	-2	-2.7	1	33	146	2	2	2	10
CC(C)(C)c1cc(NC(=O)Nc2ccccc2OC(F)(F)F)no1	5	3.3	-2	6	139	-12	2	3	-9
